Bioassay records (PubChem)
HIV RNase H inh: HIV-1 RT RNase H inhibitors, primary screen, biochemical, fluorescence; Gag-Pol polyprotein (Human immunodeficiency virus type 1 group M subtype B (isolate …; RT-RNase H RNA/DNA duplex cleavage; inhibition, % at 10 µM; 65,000 compounds, 1.9% hits; in the data active = inhibition above about 50%
RmlCD inh mix: RmlC and RmlD coupled enzyme inhibitors, primary screen, biochemical, 384-well, compound mixtures, retest | RmlC/RmlD coupled enzyme inhibition, 384-well mixture HTS | 110,000 compounds, 0.39% hits | inhibition, % at 5.5 µM; in the data active = inhibition above about 30%, passing the limit was not always enough; inconclusive = no clear call, values can overlap the other calls; note: strong numbers were not always called active
Numbers without * were called inactive; ? = inconclusive; · = not tested or not shown.

SMILES	HIV RNase H inh	RmlCD inh mix
COc1ccccc1N1CCN(C(=O)c2ccc(S(=O)(=O)N3CCCCCC3)cc2)CC1	-19.8	-5.9
Cc1ccc(S(=O)(=O)Cn2nnnc2C(C(C)C)N2CCN(Cc3ccco3)CC2)cc1 (stereo not given)	4.5	14.3
CC(C)Cc1nnc(NC(=O)CCC(=O)N2CCN(c3ccccn3)CC2)s1	·	-10.4
Cc1ccccc1NC(=O)c1cccc(N2C(=O)C3C4CCC(C4)C3C2=O)c1 (stereo not given)	·	1.6
CCOc1ccccc1C1C(C#N)=C(N)Nc2onc(-c3ccccc3)c21 (stereo not given)	-28.6	-6.2
O=C(C1CCN(Cc2ccc(OCc3ccccc3)cc2)CC1)N1CCCC1	-3.8	-8.3
CCN(CC)S(=O)(=O)c1ccc(Cl)c(C(=O)NC2CCCC2)c1	5.0	7.2
COC(=O)c1ccc(N(C(=O)c2ccco2)C(C(=O)NC2CCCC2)c2ccco2)cc1 (stereo not given)	·	-6.2
COc1ccccc1NC(=O)Cn1cnc2c(cnn2-c2ccc(C)c(C)c2)c1=O	4.1	·
CCSc1nc2ccccc2n1CC(=O)N1CCCCC1	3.7	3.6
Fc1cccc(NC(=S)N2CCCCC2)c1	·	6.5
Cc1cccc(NS(=O)(=O)c2ccc(C3CCCCC3)cc2)c1	·	-13.4
COC(=O)C1=C(c2cccc(OC)c2OC)C[C@@H]2CC[C@H]1N2C(=O)NC1CCCCC1	·	3.4
O=CNCC(=O)NC1CCCCCC1	6.1	11.4
CC1=C(Sc2ccccn2)C(=O)NC(C)(C)C1	-16.4	-20.3
CC12C=CC3(O1)C(C(=O)N(c1ccccc1)C3C(=O)NC1CCCC1)C2C(N)=O (stereo not given)	·	3.6
CCn1c(SCCOc2ccc(OC)cc2)nnc1C(CO)NC(=O)c1ccc(OC)cc1 (stereo not given)	6.9	-0.9
Cc1nc2ccccc2n2c(O)c(CC(=O)O)cc12	-0.7	4.6
O=S(=O)(c1ccc(Cl)cc1)N1CCC(N2CCOCC2)CC1	·	2.3
O=C1c2ccccc2C(=O)N1CCCCn1c(=O)oc2ccccc21	-85.2	3.8
COc1cccc(CC(C(=O)Nc2cc(C)ccc2C)c2nn[nH]n2)c1OC (stereo not given)	-7.5	-27.1
COC(=O)CCN(C1CCCCC1)S(=O)(=O)c1ccc(S(=O)(=O)N2CCCCC2)cc1	-6.4	-7.9
COc1cc(-c2nc3ccccn3c2/N=C/c2ccccc2)ccc1O	·	67.4*
CCCCNC(=O)OC1CCS(=O)(=O)C1 (stereo not given)	-8.2	10.3
N#CC[n+]1cc(-c2ccc(Cl)cc2)n2c1CCC2	-5.2	-2.3
CCc1ccc(C2CC(c3ccccc3C)n3nc(N)nc3N2)cc1 (stereo not given)	29.3	-9.4
CC1=C(C(=O)OC(C)C)[C@]2(C(=O)N(CC(N)=O)c3ccccc32)C(C#N)=C(N)O1	3.1	10.0
Cn1cc(SCC(=O)N2CCN(c3ccccc3)CC2)c2ccccc21	-24.9	·
Cn1c(=O)c2cc(S(=O)(=O)NC(C(=O)N3CCCCCC3)c3ccccc3)ccc2n(C)c1=O (stereo not given)	-5.0	18.7
CNC(=O)[C@@]1(Cc2ccccc2)C=C[C@@H](C)N1C(=O)OC	·	4.4
O=c1[nH]c(=O)n(CCc2ccc(F)cc2)c(O)c1C=NCCCn1ccnc1	-7.8	0.0
CCOC(=O)C1CCCN(C(=O)c2c(-c3ccccc3Cl)noc2C)C1 (stereo not given)	-5.8	3.3
CCCc1nc(N2CCCC2)c(C#N)c2c1CCCC2	-18.2	-84.8
O=C(CO/N=C/c1ccccc1O)NNC(=O)c1ccccc1Cl	·	-12.5
CCOC(=O)c1ccc(CNC(=O)c2n[nH]c(=O)c3ccccc23)o1	-17.2	5.3
Cc1ccc(S(=O)(=O)Cc2ccc(C(=O)N3CCCC3)o2)cc1	-7.2	1.8
CC(C)OC(=O)Nc1ccc(Oc2c(F)c(F)c(F)c(F)c2F)cc1	16.2	·
Cc1noc(C)c1CSc1nnc2cc(C)c3ccccc3n12	-78.8	·
Cc1ccc(NC(=O)Cc2nnc(SCC(=O)c3ccc(Br)cc3)n2C)cc1	·	-1.3
COc1cccc(C(=O)NC2=NCCS2)c1	-4.9	-164.3
Cc1ccc2c(c1)cc(CN(Cc1ccc3c(c1)OCO3)C(=O)c1cnccn1)c1nnnn12	-1.2	12.5
Cc1cccc(N(C(=O)Cn2nnc3ccccc32)C(C(=O)NC(C)(C)C)c2ccsc2)c1C (stereo not given)	·	-11.1
O=C(Cn1nc(Cc2cccnc2)c2ccccc2c1=O)NCC1CCCO1 (stereo not given)	-13.1	69.2
Cc1nc2ccccc2n1CCCOc1ccccc1	·	8.0
CCOC(=O)CCCCC(=O)c1[nH]c(=O)[nH]c1Cn1ccnc1	-18.9	5.6
CCn1c(SCC(=O)O)nnc1C1CCCCC1	-1.9	-15.8
Fc1cccc(-c2cc3nc4c(c(NCc5ccco5)n3n2)CCCC4)c1	·	-5.0
Cn1c(C(=O)NCC2CCCO2)cc2c(=O)n(C)c3ccccc3c21 (stereo not given)	-5.2	-3.9
O=c1oc2ccccc2c(O)c1CN1CCCCC1	1.3	8.0
CC1CCN(S(=O)(=O)c2ccc3c(c2)c(=O)c(C(=O)NC2CCCC2)cn3C)CC1	-0.1	-4.1
COC(=O)CN1C(=S)N(Cc2ccccc2)C(=O)C1CC(=O)Nc1ccc(Br)cc1 (stereo not given)	·	9.4
CC(C)(C)C1CCC2(CC1)C(C#N)=C(SCC(=O)Nc1ccccc1)NC(=O)C2C#N (stereo not given)	20.3	4.6
CCOC(=O)/C(C#N)=C1/C=CN(c2ccc(C)cc2)C=N1	·	14.1
COC(=O)CCC(=O)Nc1cccc(Br)c1	-5.1	1.4
N#Cc1c(/N=C/N2CCCC2)oc(-c2ccccc2)c1-c1ccccc1	5.0	1.7
CCCN(CC1CC1)S(=O)(=O)c1ccc(-n2cnnn2)c(OC)c1	·	5.6
CC[C@H](C)[C@@H]1NC(=O)c2cc([N+](=O)[O-])cc(F)c2NCCCC[C@@H](C(N)=O)NC(=O)[C@H](CC(N)=O)NC1=O	·	6.2
Cc1onc(-c2c(F)cccc2Cl)c1C(=O)NC1CCSC1=O (stereo not given)	·	-9.6
COc1ccc(CCNC(=O)C2CCN(S(=O)(=O)c3ccc(OC)c(OC)c3)CC2)cc1	·	-28.5
N#Cc1sc2nc3c(c(-c4cccnc4)c2c1N)CCC3	-35.1	-11.2

Following part
SMILES	HIV RNase H inh	RmlCD inh mix
COc1cc(C(=O)NC2CCN(Cc3nnnn3Cc3cccs3)CC2)cc(OC)c1OC	-2.7	9.3
COc1ccc(CCN2CC(O)=C(c3nc4ccccc4c(=O)[nH]3)C2=N)cc1OC	-4.2	17.0
O=C1CC(N2CCN(Cc3ccc4c(c3)OCO4)CC2)C(=O)N1Cc1ccc(N2CCCC2=O)cc1 (stereo not given)	-4.8	3.0
CCS(=O)(=O)N1CCCC(C(=O)NCCCN2CCCC2=O)C1 (stereo not given)	-12.3	-13.9
CCOC(=O)C(=CNCC(=O)O)C(=O)OCC	·	-8.4
Cn1c(=O)c2c(nc(N3CCc4ccccc4C3)n2Cc2ccccc2F)n(C)c1=O	-10.4	2.2
COC(=O)C1=C(COc2ccccc2)NC(=O)NC1c1ccc(Br)cc1 (stereo not given)	·	7.0
CCOC(=O)c1ccc2ncc(C(=O)OCC)c(NCc3ccco3)c2c1	4.0	1.7
C[C@H]1C[C@@H]2[C@H]([C@@H](O)C[C@@]3(C)[C@H]2CC[C@]3(O)C(=O)CO)[C@@]2(C)C=CC(=O)C=C12	-8.8	5.6
CC(NC(=S)NCCc1ccccc1)C(c1cccs1)N1CCN(C)CC1 (stereo not given)	·	7.9
O=C(NCc1ccccc1)c1ccc(Cn2cc(C(F)(F)F)ccc2=O)cc1	·	-4.3
CC(C)(C)c1cc(C(=O)N2CCc3ccccc32)ccn1	-14.4	6.2
CCCS(=O)(=O)N1CCc2cc(OC)c(OC)cc2C1	-3.2	-4.4
CN(C)CCCNc1oc(-c2ccccc2)nc1C#N	-10.2	17.1
O=C(NC1CCCC1)c1ccc2nc(-c3ccco3)c(-c3ccco3)nc2c1	82.8*	·
C=C1N(CCCCCC(=O)O)C(=O)OC12CCCCC2	-15.0	4.3
Cc1cc(C)n2nc3ccccc3c2n1	-0.7	9.4
O=C1c2ccccc2C(=O)N1CCCCCc1nc(-c2ccccc2)no1	-71.4	-11.7
Cc1ccc(N=c2c([N+](=O)[O-])nn(-c3ccccc3)n2O)c(C)c1	·	8.6
CN1CCN(c2nc(N3CCN(c4ccccc4)CC3)ncc2F)CC1	-4.8	1.7
COC(=O)C1NC(=O)N2C(C(=O)OC)C(C)(C)S[C@H]12 (stereo not given in full)	·	7.7
O=C(CSc1nnc(C2CC2)n1Cc1ccccc1)c1ccc(S(=O)(=O)N2CCOCC2)cc1	6.6	-23.1
CCCOc1ccc(-c2nnc(-c3ccco3)o2)cc1	-2.8	1.6
CCOC(=O)C1=NN(c2ccccc2)C(c2ccccc2)CC1=O (stereo not given)	·	-8.1

Sorted by molar mass (lowest first): 6 of the compounds above
SMILES	HIV RNase H inh	RmlCD inh mix
O=CNCC(=O)NC1CCCCCC1	6.1	11.4
CCOC(=O)C1=NN(c2ccccc2)C(c2ccccc2)CC1=O (stereo not given)	·	-8.1
O=C(CO/N=C/c1ccccc1O)NNC(=O)c1ccccc1Cl	·	-12.5
Fc1cccc(-c2cc3nc4c(c(NCc5ccco5)n3n2)CCCC4)c1	·	-5.0
Cc1ccc(S(=O)(=O)Cn2nnnc2C(C(C)C)N2CCN(Cc3ccco3)CC2)cc1 (stereo not given)	4.5	14.3
CCn1c(SCCOc2ccc(OC)cc2)nnc1C(CO)NC(=O)c1ccc(OC)cc1 (stereo not given)	6.9	-0.9

Four of the compounds above, as labelled records:
> CN(C)CCCNc1oc(-c2ccccc2)nc1C#N
  HIV RNase H inh = -10.2; RmlCD inh mix = 17.1
> O=C(NC1CCCC1)c1ccc2nc(-c3ccco3)c(-c3ccco3)nc2c1
  HIV RNase H inh = 82.8*; RmlCD inh mix = ·
> C=C1N(CCCCCC(=O)O)C(=O)OC12CCCCC2
  HIV RNase H inh = -15.0; RmlCD inh mix = 4.3
> Cc1cc(C)n2nc3ccccc3c2n1
  HIV RNase H inh = -0.7; RmlCD inh mix = 9.4

Remaining list, next part
SMILES	HIV RNase H inh	RmlCD inh mix
CCCc1nc2oc3c(NCCOCCO)ncnc3c2c2c1COC(C)(C)C2	0.3	6.6
Cc1cc(NC(=O)C2CC(c3cccc(Br)c3)=NO2)no1 (stereo not given)	-13.1	15.9
CC(=O)CCc1ccc2oc(C(=O)O)c(C)c2c1	5.6	-10.0
O=C(NC1CCCCCC1)c1cccs1	-2.2	-22.3
CC(C)C(NS(=O)(=O)c1cccs1)C(=O)N1CCc2ccccc2C1 (stereo not given)	-11.0	-20.5
CCOC(=O)C1=C(C)NC(C)=C(C(=O)OCC)C1/C=C/c1ccccc1	·	-11.9
CCN(CC)S(=O)(=O)N1CCC(C(=O)NCC2COc3ccccc3O2)CC1 (stereo not given)	-2.9	-5.5
COc1ccc(Cc2nn3c(-c4ccccc4Br)nnc3s2)cc1	-98.8	9.9
NC(=O)C1(NC(=O)[C@@H]2CC3(CC(c4cccc(NC(=O)c5cc([N+](=O)[O-])cc([N+](=O)[O-])c5)c4)=NO3)CN2C(=O)c2ccccc2)CC1 (stereo not given in full)	·	-1.8
O=C(Nc1ccc(N2CCN(Cc3ccccc3Cl)CC2)cc1)c1cccnc1	18.1	-9.9
C/C(=N/NC(=O)c1cccs1)c1ccc(NC(=O)COc2ccc(Cl)cc2Cl)cc1	·	12.6
CN(C)S(=O)(=O)c1ccc(NC(=O)COC(=O)c2ccccn2)cc1	·	-23.5
CSCCC(NC(=O)c1ccccc1)C(=O)OCC(=O)Nc1ccc(C)c(Cl)c1 (stereo not given)	·	?
COc1ccccc1NC(=S)NCCc1ccc(Cl)cc1	·	1.3
Cc1sc2ncn(CCn3cnc4sc(C)c(C)c4c3=O)c(=O)c2c1C	-1.2	8.8
CC12CC(NC(=O)N1CCc1ccccc1)c1cc(Cl)ccc1O2 (stereo not given)	-9.5	0.1
CCN1CCN(CCCNC(=O)C2c3ccccc3C(=O)N(C)C2c2ccc(OC)cc2)CC1 (stereo not given)	-5.1	-15.7
Cn1c(N)c(C(=O)COC(=O)C2CCC(C(C)(C)C)CC2)c(=O)n(C)c1=O (stereo not given)	·	-3.7
CC(C)(C)n1ncc2c(=O)n(Cc3ccc(Cl)cc3Cl)cnc21	-24.4	7.6
NC(=O)[C@H]1CC2(CC(c3cccc(NC(=O)COc4ccc(Cl)cc4)c3)=NO2)CN1C(=O)[C@H]1CCC(=O)N1 (stereo not given in full)	·	3.9
O=C(COC(=O)c1cccc(S(=O)(=O)N2CCc3ccccc3C2)c1)NCc1ccco1	19.7	2.5
COC(=O)CSc1nc2ccccc2c(=O)n1C	-10.5	4.1
O=C(Nc1ccc2c(c1)oc1ccc(S(=O)(=O)N3CCCC3)cc12)C1CC1	-3.0	-2.5
O=C1c2ccccc2C(O)(c2ncc[nH]2)N1C1CCCCC1 (stereo not given)	2.4	-5.0
Cn1c(=O)c2c(nc(CN3CCN(C(=O)c4ccco4)CC3)n2Cc2ccccc2)n(C)c1=O	-4.9	-14.9
CCCCCCN=C(C)C1=C(O)C(C(=O)OC)C(C)(C)CC1=O (stereo not given)	-12.7	-1.5
O=C(Nc1ccc2c(c1)OCCO2)c1ccc(Br)c(S(=O)(=O)N2CCOCC2)c1	2.0	-11.5
CN(C)c1ccc(NC(=O)CN2C(=O)CN=C(c3ccccc3)c3cc(Cl)ccc32)cc1	·	2.4
O=C1c2ccccc2C(=O)N1CCC(=O)N1CCc2ccccc21	-2.8	·
COc1ccc(C(=S)N2CCCC2)cc1OC	·	6.7
Cn1c(CO)nc2cc(N)ccc21	11.3	-7.4
O=C(O)Cc1sc(-c2ccc(Cl)cc2)nc1-c1ccccc1	·	-9.1

A portion of the library (hit frequency here may not be typical).
